inhibitors of VEEV: inhibitors of VEEV TC-83 cytopathic effect, confirmation, Vero cells (AID 588727); Vero cells, VEEV TC-83 cytopathic effect inhibition; higher % means a stronger effect; 350,000 tested, 0.13% active; inhibition, % at 20 µM; hits with a dose series show IC50 in µM; in the data active = a potency from the dose series; inconclusive = inhibition mostly from about 14% at the one dose, without a potency; inactive = the rest, 99 in 100 with inhibition below about 12%; note: strong numbers were not always called active
influenza NS1A: H1N1 influenza NS1A inhibitors, functional cell based assay (AID 504329); NS1A functional cell-based assay, percent inhibition; higher % means a stronger effect; 340,000 tested, 0.3% active; one-dose inhibition, % at 12.5 µM; IC50 in µM for titrated hits; in the data active = a potency from the dose series; inconclusive = inhibition above about 27% without an active follow-up result; note: strong numbers were not always called active
M. tuberculosis HTS: M. tuberculosis growth inhibition, HTS (AID 449762). inhibition, % at 25 µM; hits with a dose series show IC50 in µM. 330,000 tested, 0.59% active. M. tuberculosis H37Rv growth inhibition, 7H9 media; higher % means a stronger effect; in the data active = a potency from the dose series; inconclusive = inhibition above about 70% without an active follow-up result;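 note: bacterial growth assessed after seven days of incubation; strong numbers were not always called active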
Salmonella PhoP GFP: PhoP regulon inhibitors, Salmonella typhi PhoP promoter GFP reporter, confirmatory (AID 1850); Salmonella Typhi PhoP-promoter GFP reporter, fluorescence, 4 h; higher % means a stronger effect; one-dose inhibition, % at 50 µM; IC50 in µM for titrated hits; 310,000 tested, 0.33% active; in the data active = a potency from the dose series; inconclusive = inhibition mostly from about 25% at the one dose, without a potency; inactive = the rest, 99 in 100 with inhibition below about 19%;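 note: 0% = induced wells with vehicle and 100% = uninduced wells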
M. tuberculosis: growth inhibition of non-replicating M. tuberculosis (AID 488890). Mycobacterium tuberculosis non-replicating, growth inhibition; higher % means a stronger effect. one-dose inhibition, % at 25 µM; IC50 in µM for titrated hits. 320,000 tested, 0.39% active; in the data active = a potency from the dose series; inconclusive = inhibition mostly from about 82% at the one dose, without a potency; inactive = the rest, 99 in 100 with inhibition below about 76%;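 note: plate controls were DMSO cells for no effect and high antibiotic wells for full effect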
inhibitors of VEEV 10K pilot screen: recorded beside inhibitors of VEEV, whose call it bears; inhibition, %; measured here: 10K pilot screen inhibition
The depositor's hits bear a star; i = inactive; u = inconclusive; x = no result given.

SMILES	inhibitors of VEEV	influenza NS1A	M. tuberculosis HTS	Salmonella PhoP GFP	M. tuberculosis	others
Nc1nnnn1N=C1CCCCC1	1.7%	-10%	2%	2%	-5%
NNC(=O)c1nn(-c2ccccc2)cc1O	x	x	u	5%	20%
Cc1cccc(C)c1NC(=S)N(Cc1cccnc1)Cc1ccccc1Cl	2.5%	-6%	-2%	7%	11%
CC(C)CCNC(=O)CCSCCC(=O)NCCC(C)C	0.4%	-8%	10%	-7%	30%
O=C(c1ccc(Cl)c([N+](=O)[O-])c1)N(Cc1ccco1)C1CCS(=O)(=O)C1 (stereo not drawn)	0.1%	7%	7%	5%	-13%
O=C(O)c1ccccc1-c1ccccc1C(=O)Nc1ccc(-c2nc3cc(Cl)ccc3o2)cc1	1.0%	16%	22%	8%	u
CCOCCCNC(=O)Cc1ccc(F)cc1	x	x	2%	-6%	13%
Cc1cc(C2=NNC(=NCCc3ccccc3)SC2)c(C)n1-c1c(C)n(C)n(-c2ccccc2)c1=O	i	0%	-1%	-12%	50%
COc1ccc(-c2nnn(CC(=O)c3ccccc3)n2)cc1OC	1.3%	-3%	-3%	-4%	-7%
CCCNC(=O)COC(=O)/C(C#N)=C/c1cc(C)n(CCC)c1C	1.8%	-3%	3%	0%	5%
CCOC(=O)C(=O)N=Nc1c(O)n(C)c2ccccc12	1.8%	-4%	2%	-14%	-9%
CSc1ccccc1C(=O)Nc1cccc(C(C)O)c1 (stereo not drawn)	i	27%	-1%	4%	-2%
COc1ccccc1CNC(=O)c1ccc(NC2=NC3CS(=O)(=O)CC3S2)cc1 (stereo not drawn)	0.1%	-2%	-2%	-3%	11%
CC(C)c1nnc(NC(=O)COc2ccc3c(c2)OCO3)s1	1.2%	-8%	-7%	-8%	20%
CCOC(=O)N1CCN(Cc2ccc(OCC(O)CN3CCCCC3)cc2)CC1 (stereo not drawn)	i	-3%	5%	8%	-12%
O=C(CCNC(=O)c1ccc(Br)cc1)Nc1ccccc1N1CCCC1	6.1%	-9%	12%	2%	32%
COc1cccc(CN(C(=O)c2ccccc2Br)C2CCS(=O)(=O)C2)c1 (stereo not drawn)	i	10%	0%	-1%	-9%
CCN(C(=O)CSc1nnc(-c2c[nH]c3ccccc23)o1)C1CCS(=O)(=O)C1 (stereo not drawn)	i	-11%	-1%	13%	-4%
Cc1cc(NC(=O)CSc2nnc(-c3cccs3)n2N)no1	1.1%	-1%	1%	5%	3%
CNC(=O)c1ccsc1NC(=O)c1ccc(S(=O)(=O)N2CCc3ccccc32)cc1	12%	-12%	-7%	-3%	-3%
CCn1c2ccccc2c2cc(NC(=O)c3ccco3)ccc21	11%	6%	9%	-17%	68%
Cc1oc(S(=O)(=O)N(C)C)cc1C(=O)Nc1ccc(F)cc1	2.4%	-12%	0%	-18%	-4%
CN(C)S(=O)(=O)c1cccc(NC(=O)CN2C(=O)NC(Cc3c[nH]c4ccccc34)C2=O)c1 (stereo not drawn)	i	x	-2%	5%	4%
CC(C)c1ccc(NC(=O)C(c2ccccc2)N(Cc2ccco2)C(=O)CC2NC(=O)NC2=O)cc1 (stereo not drawn)	0.9%	2%	5%	8%	57%
OCc1cc(Br)ccc1OCc1nc2ccccc2s1	0.6%	12%	-2%	7%	-7%
Nc1nc(SCC(=O)C23CC4CC(CC(C4)C2)C3)n[nH]1	2.3%	-16%	-1%	7%	12%
CCOC(=O)c1cc(CC)sc1NC(=O)COC(=O)c1cnccn1	0.4%	0%	2%	1%	2%
CC(C)(C)OC(=O)NCCCCCc1nnc(SCc2cccc(F)c2)o1	2.4%	-2%	u	4%	71%
Cc1nn(C)c(C)c1NC(=S)Nc1ccc(S(=O)(=O)Nc2ncccn2)cc1	2.6%	-8%	-4%	-11%	x
O=C(CN1CCCC1=O)NC1(C(F)(F)F)NC(=O)N(Cc2ccccc2)C1=O (stereo not drawn)	1.2%	21%	4%	-16%	-9%

The closing four compounds of the part before are carried over, then new ones follow.
SMILES	inhibitors of VEEV	influenza NS1A	M. tuberculosis HTS	Salmonella PhoP GFP	M. tuberculosis	others
CCOC(=O)c1cc(CC)sc1NC(=O)COC(=O)c1cnccn1	0.4%	0%	2%	1%	2%
CC(C)(C)OC(=O)NCCCCCc1nnc(SCc2cccc(F)c2)o1	2.4%	-2%	u	4%	71%
Cc1nn(C)c(C)c1NC(=S)Nc1ccc(S(=O)(=O)Nc2ncccn2)cc1	2.6%	-8%	-4%	-11%	x
O=C(CN1CCCC1=O)NC1(C(F)(F)F)NC(=O)N(Cc2ccccc2)C1=O (stereo not drawn)	1.2%	21%	4%	-16%	-9%
C=C[C@@H]1c2ccccc2N(S(=O)(=O)c2ccc(C)cc2)[C@H](c2ccc(C(=O)OC)cc2)C1(C#N)C#N	1.1%	-4%	0%	x	-1%
COc1cccc(C2NC(=O)c3sc(=S)n(-c4ccccc4)c3N2)c1 (stereo not drawn)	2.3%	8%	2%	-4%	10%
Cc1ccc(-n2nnnc2SCC(=O)N2CCc3ccccc3C2)c(C)c1	0.8%	27%	-8%	4%	15%
CCOC(=O)Cc1csc(NC(=O)CSc2nc(C)cc(C)n2)n1	1.2%	0%	0%	x	-5%
CCN(CC(=O)NCc1ccc(Cl)cc1)C(=O)c1cc(OC)cc(OC)c1	i	11%	-3%	-9%	-11%
O=C1CCCN1c1ncc(S(=O)(=O)c2ccc([N+](=O)[O-])cc2)s1	i	-3%	4%	0%	14%
O=C(c1ccco1)N1CCN(Cc2cc(=O)c(OCc3c(F)cccc3Cl)co2)CC1	1.7%	-2%	-6%	2%	-4%
S=C1NC(C23CC4CC(CC(C4)C2)C3)=CC(c2ccc3c(c2)OCO3)N1 (stereo not drawn)	0.4%	3%	7%	-5%	26%
Cc1cccc(NC(=O)CN2CCN(C(=O)CN3C(=O)NC4(CCCCC4C)C3=O)CC2)c1C (stereo not drawn)	0.0%	-2%	x	x	x
COC(c1ccccc1)c1nnc(CCC(=O)N2CCN(C3CCCC3)CC2)o1 (stereo not drawn)	1.0%	15%	-4%	-3%	-11%
O=C(N[C@H]1C/C=C\C(c2cccc(F)c2)N(Cc2ccccc2)C(=O)C1)OCC1c2ccccc2-c2ccccc21 (stereo partly drawn)	3.2%	-21%	x	x	x
CNC(=O)CN(C1CCCCC1)S(=O)(=O)c1ccc(OC)c(Cl)c1	1.7%	-3%	-5%	2%	10%
C=CCn1c(=O)c2ccccc2n2c(SCc3nc(N)nc(Nc4ccccc4C)n3)nnc12	6.0%	9%	-16%	-2%	19%
Cc1cccc(C(=O)Nc2ccccc2-c2nnn(CC(=O)Nc3ccc4c(c3)OCCO4)n2)c1	i	-17%	1%	-2%	0%
Cc1cc(C)c2c3c(sc2n1)C(=O)N(Cc1ccccc1)CC(=O)N3	2.2%	1%	9%	-8%	15%

By substructure: the entries above containing bromine
SMILES	inhibitors of VEEV	influenza NS1A	M. tuberculosis HTS	Salmonella PhoP GFP	M. tuberculosis	others
O=C(CCNC(=O)c1ccc(Br)cc1)Nc1ccccc1N1CCCC1	6.1%	-9%	12%	2%	32%
COc1cccc(CN(C(=O)c2ccccc2Br)C2CCS(=O)(=O)C2)c1 (stereo not drawn)	i	10%	0%	-1%	-9%
OCc1cc(Br)ccc1OCc1nc2ccccc2s1	0.6%	12%	-2%	7%	-7%

Later entries
SMILES	inhibitors of VEEV	influenza NS1A	M. tuberculosis HTS	Salmonella PhoP GFP	M. tuberculosis	others
C=C1CC(C(=O)N/N=C/c2ccccc2)C1	1.0%	19%	-5%	11%	4%
COc1cc(/C=N/NC(=O)C(=O)NCc2ccco2)ccc1O	0.7%	-1%	13%	5%	5%
COc1ccc(Cl)cc1C(=O)OCC(=O)Nc1cccnc1Cl	0.6%	4%	52%	x	u
C[C@@]12C(=O)N(CC3CC3)CC(=O)N1[C@H](C1CC1)[C@@H]1C(=O)N(c3ccccc3)C(=O)[C@@H]12	i	-9%	5%	16%	-14%	inhibitors of VEEV 10K pilot screen=1.6
O=C(Nc1ccc2c(c1)OCO2)C1Cc2ccccc2CN1S(=O)(=O)c1cccs1 (stereo not drawn)	7.1%	10%	-8%	-7%	x
O=C(CCCCn1c(=O)c2ccccc2n(CC(=O)Nc2ccc(F)cc2)c1=O)NCc1ccco1	6.9%	-5%	-5%	3%	64%
COc1cc(-c2cc(O)c(-c3ccc4ccccc4n3)c(=O)[nH]2)cc(OC)c1OC	u	3%	x	x	x
COc1ccc(NC(=O)c2cc(-c3ccc4c(c3)OCO4)on2)cc1OC	3.1%	7%	15%	-14%	-13%
Cc1cc(C)c(/C=N/n2c(C)cc(C)c(C#N)c2=O)c(C)c1	0.2%	3%	-5%	-9%	15%
O=C(CN1CCCCC1)Nc1cc(S(=O)(=O)N2CCOCC2)ccc1N1CCCC1	0.6%	-9%	-6%	x	1%
O=C1CC(c2ccccc2)CC(=O)C1=CN1CCCC1 (stereo not drawn)	i	x	7%	0%	11%
O=C(Cn1cnc2ccccc21)Nc1cc(C(F)(F)F)ccc1N1CCOCC1	6.0%	5%	-13%	-11%	6%
Cc1cc(C(F)F)nn1CC(=O)NCc1ccccc1F	0.9%	-5%	8%	-8%	-1%
COc1ccc(CNCc2cccc(Cl)c2)cc1	i	-17%	-2%	5%	18%
CC(C)Sc1nc2c(c(=O)[nH]c(=O)n2C)n1C	0.6%	1%	-4%	-3%	-6%
CCOc1ccc(Br)cc1C1=CC(=O)C[C@H](c2ccc(OC)cc2)C1	1.6%	15%	u	x	45%	inhibitors of VEEV 10K pilot screen=4.2
Cc1ccc(-c2nnc(Nc3ccc(CC(N)=O)cc3)c3ccccc23)cc1	1.0%	1%	3%	1%	15%
CCOC(=O)c1c(C)n(Cc2ccccc2)c2ccc(OCC(O)CNC(C)(C)C)cc12 (stereo not drawn)	8.7%	7%	56%	-5%	79%
CCn1ccnc1C(O)c1cccc(OC)c1OC (stereo not drawn)	i	-12%	-4%	11%	x
CCn1ccnc1CN1CCCCC1C(=O)Nc1ccc(Oc2cccnc2)cc1 (stereo not drawn)	8.6%	14%	14%	-1%	19%
CCC1Oc2ccc(C)cc2N(CC(=O)N(Cc2cccnc2)Cc2cccc(F)c2)C1=O (stereo not drawn)	7.3%	-1%	6%	4%	6%
COc1ccc(/C(C)=N/NC(=O)c2ccncc2)cc1	1.9%	-26%	u	-2%	x
COCCCNC(=O)c1ccc2c(c1)ncn2-c1ccccc1OC	2.4%	1%	0%	9%	-30%
CCOC(=O)C(=CNc1nc(-c2ccc3ccccc3c2)cs1)C(=O)OCC	0.3%	-7%	4%	6%	33%
Cc1ccc(C)c(OCC(=O)Nc2ccccc2N2CCCC2)c1	i	22%	5%	4%	36%
Cc1ccc(N/C(N)=N/c2nc(C)cc(C)n2)cc1	1.5%	-3%	u	-9%	x
O=C(NCCc1ccc(Cl)cc1)c1ccc(CS(=O)Cc2ccc(Cl)cc2)o1 (stereo not drawn)	7.1%	2%	38µM*	-9%	24%
CCN1CCN(c2oc(-c3ccco3)nc2C#N)CC1	i	x	0%	-5%	-14%
CC(=O)c1ccc(C(=O)N2CCCC(CNC(=O)c3ccccc3Cl)C2)cc1 (stereo not drawn)	i	-10%	-5%	3%	-15%
COc1ccc(CCN2C(=O)CS/C2=N/NC(=O)c2ccccc2F)cc1OC	0.9%	-8%	-1%	3%	2%
Cc1cccc(C)c1NC(=O)CNC(=O)c1ccc(S(=O)(=O)NCc2ccco2)cc1	1.1%	-2%	-3%	x	10%
O=C(O)c1cccc(Nc2nc3ccccc3nc2NS(=O)(=O)c2ccc(F)cc2)c1	1.5%	5%	1%	x	42%
COc1cccc(CNC(=O)CCC2CCCN(c3cc(C)nc(N(C)C)n3)C2)c1 (stereo not drawn)	i	-8%	-3%	-8%	2%
Cc1ccc(-c2onc(C)c2C)cc1S(=O)(=O)N1CCOc2ccccc21	2.5%	1%	2%	3%	4%
O=C(CC(=O)N/N=C/c1c(F)cccc1Cl)NCc1ccccc1	x	x	3%	-1%	0%
CCOC(=O)/C(N=Nc1ccc(Cl)cc1)=C(/O)c1ccc([N+](=O)[O-])cc1	2.0%	-3%	4%	6%	-10%
CCN(C(=O)COC(=O)c1ccc([N+](=O)[O-])o1)c1cccc2ccccc12	1.9%	6%	u	x	u
CCOC(=O)C(O)(CC(=O)Nc1cc(F)ccc1C)C(F)(F)F (stereo not drawn)	1.9%	4%	-6%	1%	-20%
Cc1cc(C)cc(NC(=O)CCC(=O)Nc2cc(C)on2)c1	i	-2%	33%	3%	1%
